# VIM-2 inhibitor = blocks Pseudomonas aeruginosa VIM-2 metallo-beta-lactamase; purified VIM-2, nitrocefin hydrolysis, epi-absorbance fluorescence; inhibition, % at 5.6 µM; 0.89% of 290,000 active;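 active = inhibition above the mean of all tested compounds plus 3 SD, cutoff set per screening run, cut at about 7.5% in these data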;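 note: red hydrolysis product quenches plate fluorescence so inhibitors raise well fluorescence; 0% = enzyme with DMSO and 100% = DMSO without enzyme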
# IMP-1 inhibitor = blocks Pseudomonas aeruginosa IMP-1 metallo-beta-lactamase. purified IMP-1, nitrocefin hydrolysis, epi-absorbance fluorescence. inhibition, % at 5.6 µM. 0.45% of 290,000 active;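 active = inhibition above the mean plus 3 SD of all compounds in the same screening run, cut at about 4.5% in these data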;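 note: 0% = IMP-1 with DMSO and 100% = DMSO wells lacking enzyme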
#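 Assay system: purified recombinant IMP-1 beta-lactamase. Input: IMP-1 0.2 nM before substrate addition. Buffer or medium: Zinc- and detergent-supplemented HEPES buffer, pH 7.1. Schedule: 25 °C, 15 min preincubation, 25 min reaction. Signal: Epi-absorbance fluorescence, 480 nm excitation, 530 nm emission. Evaluation: percent inhibition from optical density relative to buffer-blank wells.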
# UBC9 SUMO inh = blocks human SUMOylation mediated by UBC9; 0.36% of 290,000 active; HTRF SUMOylation assay, SAE1/SAE2 + UBC9, in vitro; P63279; AID 2006; inhibition, % at 35 µM; in the data active = inhibition above about 50%, passing the limit was not always enough; note: strong numbers were not always called active
# Target sequence (P63279 whole entry, looked up): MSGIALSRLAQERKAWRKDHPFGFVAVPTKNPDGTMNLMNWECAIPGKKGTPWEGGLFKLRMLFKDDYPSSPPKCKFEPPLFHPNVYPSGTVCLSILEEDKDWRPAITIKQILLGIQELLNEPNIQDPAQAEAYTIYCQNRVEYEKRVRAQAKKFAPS
# MEKK3 PB1 HTS = raises or lowers MEK5 binding to the human MEKK3 PB1 domain; binding response (% of control), % at 10 µM; bead-based flow cytometry, Alexa488-MEK5 binding to MEKK3; actives lie on both sides; 0 = blocked by unlabeled MEK5, 100 = vehicle; 1.4% of 290,000 active; Q99759;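 active = binding response more than 3 SD above or below the average of its plate-row segment, actives on both sides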;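 note: Alexa488 bead fluorescence after subtracting the streptavidin-only scavenger bead signal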
# Target sequence (Q99759 whole entry, looked up, the tested form may be a part): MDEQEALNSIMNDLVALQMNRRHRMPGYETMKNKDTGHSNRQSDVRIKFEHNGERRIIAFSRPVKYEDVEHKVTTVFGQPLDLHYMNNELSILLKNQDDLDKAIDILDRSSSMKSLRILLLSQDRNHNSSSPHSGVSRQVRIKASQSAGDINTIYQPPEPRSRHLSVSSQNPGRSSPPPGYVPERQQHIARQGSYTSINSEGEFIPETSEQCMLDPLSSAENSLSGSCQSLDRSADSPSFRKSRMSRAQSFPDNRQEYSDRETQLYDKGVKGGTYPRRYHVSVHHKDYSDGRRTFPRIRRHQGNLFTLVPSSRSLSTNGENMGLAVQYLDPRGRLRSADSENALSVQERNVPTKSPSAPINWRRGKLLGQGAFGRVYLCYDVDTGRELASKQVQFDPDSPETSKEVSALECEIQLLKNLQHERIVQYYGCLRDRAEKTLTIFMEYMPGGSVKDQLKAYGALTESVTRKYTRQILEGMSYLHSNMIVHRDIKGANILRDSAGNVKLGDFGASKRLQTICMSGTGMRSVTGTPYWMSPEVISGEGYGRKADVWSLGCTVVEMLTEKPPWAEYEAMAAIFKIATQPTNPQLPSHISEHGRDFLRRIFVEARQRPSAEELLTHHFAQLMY
# PHOSPHO1 inh = inhibitors of human PHOSPHO1 phosphatase; inhibition, % at 13.3 µM; recombinant PHOSPHO1, absorbance phosphatase assay; AID 1565; 1.1% of 290,000 active; in the data active = inhibition above about 60%
# Target sequence (Q8TCT1 whole entry, looked up): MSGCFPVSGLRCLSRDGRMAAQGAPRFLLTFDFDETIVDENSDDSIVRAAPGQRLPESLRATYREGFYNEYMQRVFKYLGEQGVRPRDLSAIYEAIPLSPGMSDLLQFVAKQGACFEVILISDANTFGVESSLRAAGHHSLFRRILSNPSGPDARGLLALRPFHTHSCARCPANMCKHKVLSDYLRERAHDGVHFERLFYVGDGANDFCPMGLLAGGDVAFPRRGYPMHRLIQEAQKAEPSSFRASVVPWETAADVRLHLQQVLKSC
# HCV NS3 hel inh = blocks Hepatitis C virus NS3 helicase unwinding. NS3 helicase DNA unwinding, Cy5 molecular beacon fluorescence. inhibition, % at 10.9 µM. 0.56% of 290,000 active;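 active = inhibition above the mean of all tested compounds plus 3 SD, set per campaign, cut at about 35% in these data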;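 note: 0% = DMSO wells and 100% = thioflavine S control wells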
#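 Measured by: Cy5 fluorescence, 0 and 60 min reads / Assay system: NS3 helicase fragment of HCV / Control set: low DMSO, high thioflavine S at 110 µM / Times: 1 h reaction at 25 °C, ATP-initiated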
# IDE cell activ = activators of human insulin-degrading enzyme in cells. HEK cells, FAbeta-B cleavage, fluorescence polarization; 0% vehicle, 100% cell-free pure enzyme wells. activation, % at 5.96 µM. 0.073% of 340,000 active;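 active = activation above the mean of all tested compounds plus 3 SD, set per screening campaign, cut at about 17% in these data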
# FID counter = counter-screen for HCV NS3 helicase inhibitors: DNA intercalator displacement. 0.17% of 290,000 active. inhibition, % at 7.9 µM. DNA fluorescent intercalator displacement, fluorescence. AID 1845; in the data active = inhibition above about 37%;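 note: 0% = vehicle and 100% = reference compound; higher means more ethidium bromide displaced from hairpin DNA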
# p-CIP stab down = lowers stability of the mouse p/CIP coactivator protein. 0.01% of 290,000 active. decrease of EGFP signal, % at 10 µM. F442A p/CIP-EGFP cells, EGFP fluorescence, 16 h. Q05BA5;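 active = EGFP signal decrease of at least 30% at 10 µM or well 3 SD below plate mean, unless failing retest; inactive = the rest, including hits failing retest or dose response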; note: some compounds called inactive have numbers as strong as hits; many of its hits are not listed in these tables
# The depositor's hits bear a star; · = not tested or not shown.
# Below each compound: VIM-2 inhibitor	IMP-1 inhibitor	UBC9 SUMO inh	MEKK3 PB1 HTS	PHOSPHO1 inh	HCV NS3 hel inh	IDE cell activ	FID counter	p-CIP stab down
COc1ccc(N(C(=O)C(C)C)S(=O)(=O)c2cccc3cccnc23)cc1
→ 0.0	-2.7	4	99	-15	-5	6	-10	-11
Cc1cc(C)cc(NC(=O)CN2CCc3ccccc3C2)c1
→ -2.7	-1.8	-14	94	-14	-17	3	1	-3
CS(=O)(=O)N(CC(=O)N1CCc2ccccc2C1)c1ccc(Cl)cc1F
→ -5.8	-2.5	-5	101	38	7	3	-29	-5
CC(C)c1nnc(NC(=O)CCC(=O)NCc2ccc3c(c2)OCO3)s1
→ -1.8	1.0	-5	101	17	1	-1	-11	-4
O=C(O)CCC(=O)N1CCN(c2ccccn2)CC1
→ -2.0	-1.8	8	·	42	10	2	4	1
COc1ccc(CCN2C(=O)C3CC(C)=C(C)CC3C2=O)cc1OC (stereo unspecified)
→ -1.1	0.1	-8	100	-9	11	0	-16	12
COc1ccc(S(=O)(=O)NCC(c2cccnc2)N2CCN(c3ccccc3)CC2)cc1C (stereo unspecified)
→ -2.5	1.4	-17	·	-34	-1	2	-29	-16
O=C(NC1(C(F)(F)F)N=C2SCCN2C1=O)C1CCCCC1 (stereo unspecified)
→ -3.2	-2.7	26	100	18	-2	2	-29	-15
CCOc1ccc(NC2c3ccccc3C(=O)N2c2ccc(Cl)cn2)cc1 (stereo unspecified)
→ -1.4	-2.5	-11	110	-2	0	3	3	2
O=C(CCc1c[nH]c2ccccc12)NCCc1ccccc1
→ 2.2	-0.5	6	100	-61	-1	3	-13	-5
C#CCn1c(=NC(=O)c2cccs2)sc2cccc(OCC)c21
→ -3.8	-3.4	3	116	6	7	-5	-2	-14
Cc1cc(-c2n[nH]c(=S)n2-c2ccc(F)cc2)nn1C
→ 1.4	-2.1	0	72	-68	1	3	-4	12
CCOC(=O)c1c[nH]n2c(=O)cc(C)nc12
→ -1.4	-1.1	33	104	12	-11	·	-1	-2
CCC(=O)Nc1cnc(NC(=O)c2cccc(F)c2)cc1C
→ -1.6	-2.0	-18	96	-16	16	2	-14	0
CCOc1ccc(N2C(=O)CC(N3CCC(O)(c4ccc(Br)cc4)CC3)C2=O)cc1 (stereo unspecified)
→ 0.2	3.3	14	101	18	2	-6	-12	1
Cc1cccc(NC(=O)c2cccc3c2C(=O)c2ccccc2-3)c1
→ 2.3	-0.1	-3	·	19	11	6	7	3
CCc1ccc(NC(=O)CSc2nc3ccccc3nc2N2CCCCC2)cc1
→ -5.2	-2.9	-6	99	-6	-7	0	-20	2
O=C(Nc1ccc(C(=O)O)cc1)/C(=C\c1cccc([N+](=O)[O-])c1)NC(=O)c1ccc(Br)o1
→ -0.3	-2.4	-2	99	18	5	1	-10	1
COc1ccc(C2c3c(ncn(CCCO)c3=N)Oc3ccc4ccccc4c32)cc1 (stereo unspecified)
→ -2.6	-3.6	1	98	27	-33	-9	-19	-13
Cc1c(C(=O)O)sc2c1c(=O)n(Cc1ccccc1)c(=O)n2C
→ -2.3	-4.7	0	98	37	6	3	-16	2

# Other compounds follow:
# Below each compound: VIM-2 inhibitor	IMP-1 inhibitor	UBC9 SUMO inh	MEKK3 PB1 HTS	PHOSPHO1 inh	HCV NS3 hel inh	IDE cell activ	FID counter	p-CIP stab down
COc1ccc(CCC(=O)N(C)CC(=O)Nc2cc(C)ccc2C)cc1
→ -0.3	-1.0	10	105	36	2	-1	-12	-6
Cc1nnc2n(c1=O)N=C(c1ccc(Cl)cc1)CS2
→ -3.6	-3.2	12	101	0	9	2	-2	0
O=C(NC(Cc1c[nH]c2ccccc12)C(=O)O)c1ccc2c(c1)OCO2 (stereo unspecified)
→ -0.2	-1.6	11	99	23	-5	1	-10	-2
C(=C\c1nc(N2CCCCCC2)c2ccccc2n1)/c1ccccc1
→ -2.6	0.2	-18	100	6	-41	2	1	-7
Brc1ccc(-c2c[n+]3c(n2-c2ccccc2)SCC3)cc1
→ -1.6	-4.1	-2	100	8	-6	·	0	-12
CC(=O)[C@@]1(O)[C@H](C)CC2C3CC=C4CC(OP(=O)(O)O)CC[C@]4(C)C3CC[C@@]21C (stereo partly specified)
→ 5.0	-0.7	0	102	33	12	1	-25	4
COc1ccc(-c2cnnn2-c2ccc(NC(=O)c3ccc(S(=O)(=O)N4CCCCC4)cc3)cc2)cc1OC
→ -0.5	-3.0	0	97	-3	-6	5	-25	-28
O=C(Nc1ccc(F)cc1)Nc1ccc2c(c1)CCC2
→ -1.6	-0.6	-12	101	51	8	-1	-3	-14
Cc1ccccc1C(=O)N1CCN=C1SCc1ccc([N+](=O)[O-])cc1
→ 2.7	1.4	-2	97	68*	1	5	6	-10
COc1ccc(C2CC(=O)c3cnc(N4CCc5ccccc54)nc3C2)cc1OC (stereo unspecified)
→ -1.9	-1.5	44	103	19	1	·	-1	-12
COc1ccc(C(=O)COC(=O)c2ccco2)cc1
→ -3.1	-1.8	9	·	-33	12	0	-4	2
O=C(O)C1CCCN(S(=O)(=O)c2cccs2)C1 (stereo unspecified)
→ -3.5	-4.7	-49	80	4	-15	8	4	7
CCN(CC)C(=O)Oc1cc2c(-c3cc4cccc(OC)c4o3)cc(=O)oc2cc1C
→ -1.6	-1.2	14	94	7	-9	2	-12	-10
COc1ccccc1C(=O)C1CCCN(C(=O)CCn2cnnn2)C1 (stereo unspecified)
→ -1.4	-2.8	13	101	-22	-1	5	-3	-10
O=C(NP(=O)(N1CCOCC1)N1CCOCC1)C1=C(N2CCOCC2)/C(=C\c2ccccc2)CC1
→ -1.9	-0.9	28	100	34	10	-2	-5	-7
CCCOC(=O)C(C)Sc1n[nH]c(=O)[nH]c1=O (stereo unspecified)
→ -1.1	-2.6	8	103	-22	1	2	-2	6
CCOC(=O)C1CCCN(CC(O)COc2ccc(OC)cc2C(C)(C)C)C1 (stereo unspecified)
→ 0.2	-2.1	4	95	9	-16	3	34	13
CC(=O)NC1=NN(C(C)=O)C(c2cccc([N+](=O)[O-])c2)S1 (stereo unspecified)
→ -1.8	0.8	-6	100	23	2	2	0	-16
FC(F)(F)c1ccccc1/C=N/N1CCN(Cc2ccccc2)CC1
→ -2.6	-4.6	-19	95	-9	-10	8	6	10
O=C1c2ccccc2C(=O)N1CCC(c1ccccc1)c1ccco1 (stereo unspecified)
→ 0.0	-2.9	7	97	6	1	8	-10	8

# Ordered by value in IMP-1 inhibitor (largest number first): some entries from above
SMILES	VIM-2 inhibitor	IMP-1 inhibitor	UBC9 SUMO inh	MEKK3 PB1 HTS	PHOSPHO1 inh	HCV NS3 hel inh	IDE cell activ	p-CIP stab down
COc1ccc(CCC(=O)N(C)CC(=O)Nc2cc(C)ccc2C)cc1	-0.3	-1.0	10	105	36	2	-1	-6
COc1ccc(C(=O)COC(=O)c2ccco2)cc1	-3.1	-1.8	9	·	-33	12	0	2
Cc1nnc2n(c1=O)N=C(c1ccc(Cl)cc1)CS2	-3.6	-3.2	12	101	0	9	2	0

# Filtered by structure: the entries above with a CF3 group (2)
# Below each compound: VIM-2 inhibitor	IMP-1 inhibitor	UBC9 SUMO inh	MEKK3 PB1 HTS	PHOSPHO1 inh	HCV NS3 hel inh	IDE cell activ	FID counter	p-CIP stab down
O=C(NC1(C(F)(F)F)N=C2SCCN2C1=O)C1CCCCC1 (stereo unspecified)
→ -3.2	-2.7	26	100	18	-2	2	-29	-15
FC(F)(F)c1ccccc1/C=N/N1CCN(Cc2ccccc2)CC1
→ -2.6	-4.6	-19	95	-9	-10	8	6	10

# Taken from above.
# IMP-1 inhibitor with `CCc1ccc(NC(=O)CSc2nc3ccccc3nc2N2CCCCC2)cc1` : -2.9
# FID counter with `C#CCn1c(=NC(=O)c2cccs2)sc2cccc(OCC)c21` : -2
# HCV NS3 hel inh with `C(=C\c1nc(N2CCCCCC2)c2ccccc2n1)/c1ccccc1` : -41
# VIM-2 inhibitor with `Brc1ccc(-c2c[n+]3c(n2-c2ccccc2)SCC3)cc1` : -1.6
# IMP-1 inhibitor with `Cc1cccc(NC(=O)c2cccc3c2C(=O)c2ccccc2-3)c1` : -0.1
# IMP-1 inhibitor with `CCOC(=O)C1CCCN(CC(O)COc2ccc(OC)cc2C(C)(C)C)C1` (stereo unspecified) : -2.1

# Other results follow.
# Below each compound: VIM-2 inhibitor	IMP-1 inhibitor	UBC9 SUMO inh	MEKK3 PB1 HTS	PHOSPHO1 inh	HCV NS3 hel inh	IDE cell activ	FID counter	p-CIP stab down
COc1ccccc1C(=O)NCCSCc1c(F)cccc1Cl
→ -1.3	-1.3	5	103	·	-7	4	-26	-16
NC(=O)C1CCN(C(=O)c2ccc(CS(=O)(=O)c3c(Cl)cccc3Cl)o2)CC1
→ -2.1	-2.4	2	117	-2	5	6	-3	-4
CC(C)n1c2ccccc2c2nnc(SCC(=O)OCN3C(=O)c4ccccc4C3=O)nc21
→ -1.6	-2.0	21	100	0	-1	3	0	-4
COC(=O)C1(C(F)(F)F)N=C(N(C)C)OC(N(C)C)=N1
→ -2.0	-0.1	2	96	21	9	4	-1	-6
CC1CCCC(C)N1C(=O)CSc1nc(N)c(-c2ccccc2)c(=O)[nH]1 (stereo unspecified)
→ -2.1	-3.3	0	100	24	2	5	-11	3
Cc1ccc(O)c(N=CC2=C(O)c3ccccc3C2=O)c1
→ -3.6	-2.4	26	93	6	15	-3	1	-4
Cc1ccc(/C(N)=N/OC(=O)/C=C/c2ccccc2)cc1
→ -4.0	-3.1	20	82	24	-1	0	8	0
Cc1ccccc1CSCCC(=O)NCCc1ccccc1
→ -1.8	1.0	-9	102	-7	-9	2	-24	-8
O=[N+]([O-])c1c(NCCO)cc(Sc2nc3ccccc3s2)c2nonc12
→ -0.4	-4.8	90*	99	20	6	-51	3	3
CNC(=O)Nc1cc(C)nn1C
→ -1.4	-2.0	-23	94	48	-6	2	0	-5
CC1=C(C(=O)OCC2CCCO2)C(c2ccccc2)C2=C(CC(C)(C)CC2=O)N1 (stereo unspecified)
→ -1.2	-1.6	1	92	-5	-5	-2	-28	4
CCn1c(=O)cc(OCC(=O)NCCCN2CCN(c3cccc(Cl)c3)CC2)c2ccccc21
→ -0.9	-6.1	19	104	16	-68	-2	10	-14
CCCCNC(=O)C1=C(N)C(C(=O)Nc2ccc(C)c(S(=O)(=O)N3CCCCC3)c2)SC1=Nc1ccc(C)cc1C (stereo unspecified)
→ -0.8	0.3	-19	·	44	8	-2	-14	8
Cn1c(=O)[nH]c(=O)c2c1nc(SCC(=O)O)n2CCOc1ccccc1
→ 0.5	-3.7	17	105	47	2	4	-9	-5
N#C/C(=C/c1ccc(-c2cc(C(=O)O)cc(C(=O)O)c2)o1)c1nc2ccccc2s1
→ -5.5	-2.5	·	96	-10	36*	·	-15	-23

# Screening data from PubChem BioAssay.

# The list is partial; the hit share may differ from the screen's.
